High-throughput results deposited in PubChem by National Center for Advancing Translational Sciences (NCATS).
ATXN viability – cell viability loss in ATXN counter-screen. 400,000 compounds, 0.49% hits. S2 cells (HEK-293 line with an ATXN2-luciferase reporter) viability, CellTiter-Fluor protease fluorescence, 24 h. AID 651635. Potency, µM (doses to about 56.7 µM), usual class: cytotoxic; also: potency is read from the fitted curve at half-maximal effect; nearly all actives have a fitted effect of over 40% in size
IL-2 act – IL-2 activation; IL-2 activation reporter assay, cell-based qHTS; stimulated with anti-CD3/CD4/CD28 beads; in transgenic mouse T cells; activation, % (series mostly up to about 46 µM); 360,000 compounds, 0.065% hits; in the data active = activation above about 50%; inconclusive = mostly about 30% to 49%; also: 0% is about no effect
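Readout is EGFP and DsRed signal by fluorescent plate cytometry after 18 h at 37 degrees C. Transgenic mouse T cells (750/well) received compound for 60 min before bead stimulation (anti-CD3, anti-CD4, anti-CD28); memory T cells served as non-tolerant control.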
ATXN2 expr inh – inhibitors of ATXN2 expression. AID 1745845. 360,000 compounds, 0.72% hits. HEK-293 ATXN2-luciferase reporter, luminescence, 24 h. Potency, µM (top dose mostly 57 µM), without a hit: at the top dose activity change, negative = inhibition, most hits filed as inhibitors; also: potency is read from the fitted curve at half-maximal effect; % is scaled to controls: 0 for no effect and ±100 for the full control effect; nearly all actives have a fitted effect of over 55% in size
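qHTS (up to 57 uM final) was run with 24 h compound exposure of reporter cells at 37 °C. Each well was multiplexed: SteadyGlo luminescence measured ATXN2-luciferase expression after a fluorogenic Gly-Phe-AFC viability readout (25 uM final).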
A549 viability – A549 cytotoxicity, counter-screen for Nrf2 inhibitors; A549 ARE-Fluc cells, CellTiter-Fluor viability, 18-24 h; Potency, µM (highest dose often 46 µM), inactives show at the highest dose activity change, negative = cytotoxicity, most hits filed as inhibitors; AID 504648; 390,000 compounds, 0.16% hits; also: potency is read from the fitted curve at half-maximal effect; % is scaled to controls: 0 for no effect and ±100 for the full control effect
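A549 ARE-Fluc cells in 5% FBS OPTI-MEM, 5000 cells/well, rested 2 h then exposed to compounds in concentration-response for 18-24 h at 37 °C. Viability by CellTiter-Fluor fluorescence (Ex 405/Em 525) after 30 min; luciferase luminescence (BugLite, 15 min, RT) read afterwards.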
HepG2 tox – kills HepG2 cells in TGF-b inhibitor counter-screen. Potency, µM (highest dose often 46.1 µM), for inactives: top-dose activity change, negative = cytotoxicity, usual class: cytotoxic. 410,000 compounds, 0.76% hits. HepG2 CAGA-GFP viability, ATP luminescence, 18 h. AID 588856; also: potency is read from the fitted curve at half-maximal effect; some results filed as inactive show a strong effect at the top dose
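CellTiter-Glo luminescence gave cytotoxicity after 18 hours at 37 degrees C. The cells were HepG2 CAGA-GFP in 1% FBS DMEM, stimulated with 500 pg/mL TGF-beta after compound addition. %Activity was normalised to no-cell wells (complete cell-killing) and DMSO (no toxicity), and curves were fitted and classified.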
TGFb inhibitor – inhibitors of TGF-b signaling | HepG2 CAGA-GFP TGF-b/SMAD3 reporter, GFP fluorescence, 18 h; TGF-beta stimulated, 500 pg/mL final | Potency, µM (series often up to 46.1 µM), for inactives: top-dose activity, negative = inhibition, most hits filed as inhibitors | 410,000 compounds, 1.2% hits | AID 588855; also: potency is read from the fitted curve at half-maximal effect; % is scaled to controls: 0 for no effect and ±100 for the full control effect; nearly all actives have a fitted effect of over 65% in size
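HEPG2 CAGA-GFP cells (1000/well, DMEM with 1% FBS) were pre-incubated 2 h at 37 degrees C, given compound by pin tool, then stimulated with TGF-beta at 500 pg/mL final for 18 h before per-cell GFP fluorescence imaging.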
EPAC2 ag – activates human EPAC2 exchange factor; EPAC2 activation, biochemical qHTS; response scale: 100% = 6.5 mM cAMP response; Q8WZA2; 360,000 compounds, 0.079% hits; Potency, µM (titrated, usually from 154 µM), without a hit: top-dose activation, actives largely listed as activators; also: potency is read from the fitted curve at half-maximal effect; nearly all actives have a fitted effect of over 50% in size
Target sequence (Q8WZA2 whole entry, looked up): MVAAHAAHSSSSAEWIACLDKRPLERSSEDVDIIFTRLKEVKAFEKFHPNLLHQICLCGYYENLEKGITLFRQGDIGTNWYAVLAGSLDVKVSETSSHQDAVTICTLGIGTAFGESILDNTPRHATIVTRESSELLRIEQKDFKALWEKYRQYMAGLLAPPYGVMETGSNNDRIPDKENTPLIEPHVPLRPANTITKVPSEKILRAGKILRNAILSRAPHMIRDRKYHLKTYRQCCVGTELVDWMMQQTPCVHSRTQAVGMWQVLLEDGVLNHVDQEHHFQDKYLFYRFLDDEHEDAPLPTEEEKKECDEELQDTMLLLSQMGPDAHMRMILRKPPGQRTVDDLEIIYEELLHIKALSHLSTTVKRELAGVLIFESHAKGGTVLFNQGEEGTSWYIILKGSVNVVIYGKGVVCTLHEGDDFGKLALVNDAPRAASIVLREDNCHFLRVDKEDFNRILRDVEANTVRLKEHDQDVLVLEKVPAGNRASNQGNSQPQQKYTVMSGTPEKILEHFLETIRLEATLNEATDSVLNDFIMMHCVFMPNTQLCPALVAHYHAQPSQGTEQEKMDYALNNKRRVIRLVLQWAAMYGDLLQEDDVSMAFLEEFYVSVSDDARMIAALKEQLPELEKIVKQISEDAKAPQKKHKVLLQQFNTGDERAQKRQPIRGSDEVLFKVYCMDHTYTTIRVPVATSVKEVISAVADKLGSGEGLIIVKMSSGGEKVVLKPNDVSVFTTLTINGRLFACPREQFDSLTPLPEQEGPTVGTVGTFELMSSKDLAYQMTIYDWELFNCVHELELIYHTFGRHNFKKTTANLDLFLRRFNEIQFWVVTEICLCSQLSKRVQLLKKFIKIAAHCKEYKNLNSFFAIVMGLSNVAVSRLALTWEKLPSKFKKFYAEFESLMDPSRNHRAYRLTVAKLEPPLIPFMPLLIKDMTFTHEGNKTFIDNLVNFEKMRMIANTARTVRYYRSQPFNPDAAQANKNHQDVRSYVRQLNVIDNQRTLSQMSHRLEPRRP
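Setup: EPAC2 100 nM, labeled Rap1B complex 250 nM, free GDP 50 uM. Compound titrations pinned in, brief spin, 5 min room temperature incubation. Kinetic fluorescence read over 30 min, normalized to 6.5 mM cAMP.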
Nrf2 block – Nrf2 pathway inhibition; A549 ARE-Fluc reporter, luciferase luminescence, 18-24 h; Potency, µM (doses to about 46 µM), for the others: at the top dose activity change, negative = inhibition, usual class: inhibitors; 360,000 compounds, 2.1% hits; also: potency is read from the fitted curve at half-maximal effect; % is scaled to controls: 0 for no effect and ±100 for the full control effect; nearly all actives have a fitted effect of over 60% in size
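In this cell-based qHTS, ARE-driven firefly luciferase in A549 cells reports Nrf2 activity; the luminescent signal after BugLite lysis is the measured value, with a prior CellTiter-Fluor read for cell health.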
Nrf2 activator – Nrf2 pathway activation. AREc32 ARE-luciferase reporter (MCF7-derived line), luminescence, 24 h. Potency, µM (highest dose often 46.1 µM), for inactives: top-dose activation, usual class: activators. 410,000 compounds, 0.31% hits; also: potency is read from the fitted curve at half-maximal effect; % of control where 0% means no effect; nearly all actives have a fitted effect of over 65% in size
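Quantitative high-throughput format: AREc32 reporter cells, 1000 per well, received compound by pin transfer and were incubated 24 hr at 37 deg C, 5% CO2, before Steady-Glo luminescence detection.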
* hit, by the source's call; i = inactive; ? = inconclusive; · = no result given; [ ] = another dose, or the depositor's remark. Unless noted, calls follow the shape of the dose curve; as a rule, active = well fitted curve in the direction sought with a large enough effect; inconclusive = small, poorly fitted or top-dose-only effect, or another doubt; inactive = no such curve, though single readings can be large; an effect the other way counts as inactive or inconclusive.

SMILES	ATXN viability	IL-2 act	ATXN2 expr inh	A549 viability	HepG2 tox	TGFb inhibitor	EPAC2 ag	Nrf2 block	Nrf2 activator
O=C(c1ccc([N+](=O)[O-])cc1)N1CCN(Cc2ccccc2[N+](=O)[O-])CC1	i	-2.7	-32.2%	1.3%	-25.2%	-23.2%	11.8%	-0.7%	0.2%
CCc1nc2ccc(C(=O)N(C)CCN(C)C)cn2c1N(C)Cc1cc2ccccc2s1	i	-0.4	-22.4%	·	-19.4%	30.0%[activator]	12.2%	·	0.3%[9.22 µM]
CCS(=O)(=O)c1nnnn1-c1ccccc1S(C)(=O)=O	?	-2.1	-25.5%	-24.7%	-2.4%	11.2µM*	2.7%	-16.6%	?
CCC(Sc1ccc2nnc(-c3ccc(F)cc3)n2n1)C(=O)O (centres undefined)	i	-3.1	-8.0%	4.4%	-1.0%	11.7%	2.7%	·	-0.8%
Cc1ccc(-n2c(=O)c3c(c4cc(C)ccc4n3C)n(CC(=O)N3CCCC3)c2=O)cc1	i	·	-2.6%	1.0%	-11.6%	-32.2%	·	6.2%	0.4%
Cc1ccc(S(=O)(=O)CC(=O)Nc2sc3c(c2C#N)CCCCC3)cc1	·	·	·	8.4%	-14.1%	0.0%	·	·	3.3%
COCCNC(=S)N/N=C/c1ccc(N2CCOCC2)cc1	i	-0.1	-32.4%	-1.5%	-33.6%	?	6.5%	9.8%	-0.7%
Nn1c(SCC(=O)NCCC2=CCCCC2)nnc1C(F)(F)F	i	-0.1	10.6%	-7.5%	-15.8%	-5.6%	-0.8%	·	-0.4%
Cc1cc(=O)n(C(C)C(=O)NCc2ccccc2Cl)c2c1c(C)nn2-c1ccccc1 (centres undefined)	i	·	2.6%	2.4%	-22.1%	-7.0%	·	2.8%	-0.6%
O=C(CCn1c(=O)[nH]c2ccccc2c1=O)N1CC=C(c2ccccc2)CC1	i	0.1	-6.8%	-1.7%	1.6%	6.4%	6.8%	-0.3%	0.6%
CCOC(=O)c1oc2ccccc2c1NC(=O)c1ccc(S(=O)(=O)N2CCCC2)cc1	i	-2.8	-7.9%	4.8%	1.7%	20.7%	0.3%	-6.2%	0.2%
CC1CCN(S(=O)(=O)c2ccc3c(c2)C(=NO)c2cc(S(=O)(=O)N4CCC(C)CC4)ccc2-3)CC1	3.16µM*	-0.8	3.55µM*	5.17µM*	1.26µM*	8.91µM*	-10.9%	4.11µM*	7.4%
O=C(c1ccc(COc2c(F)c(F)cc(F)c2F)o1)N1CCN(c2ccc(Cl)cc2)CC1	i	0.7	-35.4%	-7.1%	-32.5%	?	14.4%	?	-0.4%
CCCCn1c(NCc2cccs2)nc2ccccc21	?	0.8	0.0%	-1.1%	2.3%	2.7%	1.9%	2.4%	-0.7%[9.22 µM]
CCn1c(C(=O)NCc2ccc(OC)cc2)cc2sc(Cl)cc21	i	·	172.6%[activator]	7.1%	-29.1%	-1.6%	·	?	4.6%
Cc1cc(=O)n2nc(N3CCCC(C(=O)NCc4cccc(Cl)c4)C3)sc2n1 (centres undefined)	i	0.6	0.4%	2.6%	1.8%	-1.8%	-7.6%	6.9%	1.5%
CC1CCN(CCCCOc2ccccc2Br)CC1	i	-2.0	15.9%	-6.9%	-4.4%	-0.1%	-2.4%	-9.3%	-0.4%
CC(=O)c1ccc(OCCCC(=O)OCC(=O)Nc2ccc3[nH]c(=O)[nH]c3c2)cc1	i	1.8	1.2%	3.1%	3.4%	3.6%	6.3%	-7.4%	-0.1%
O=C(CCCCn1c(=O)[nH]c2ccsc2c1=O)NCc1cccnc1	i	4.8	6.8%	-19.9%	9.3%	-1.8%	3.7%	-24.1%	0.2%
CCC1=C(OC(=O)N(CC)CC)N2C(=O)OC(=NCC(=O)OC)[C@]2(Cc2ccccc2)[C@H]2C1=CC[C@H]1C(=O)N(c3ccccc3)C(=O)[C@H]12	i	2.9	-2.8%	-14.1%	9.7%	?	1.2%	-18.6%	0.8%
O=C(CCNS(=O)(=O)c1cccc2nonc12)NC1CCCc2ccccc21 (centres undefined)	i	1.2	10.4%	4.3%	2.4%	2.3%	9.5%	-8.7%	-0.4%
N=c1sccn1CC(=O)Nc1ccc(S(N)(=O)=O)cc1	i	0.1	14.5%	-28.4%	24.0%	2.0%	-3.2%	-26.0%	0.1%
O=C1COc2ccc(C(=O)NCc3ccco3)cc2N1	i	-1.8	6.0%	3.1%	-1.5%	-0.3%	-12.7%	-0.7%	15.1%
Cc1c(Cl)sn(-c2ccc(Cl)cc2)c1=O	29.9µM*	-0.9	8.91µM*	?	-139.7%	?	0.3%	25.9µM*	0.1%
O=c1[nH]c2ccc(NS(=O)(=O)c3ccc4ccccc4c3)cc2[nH]1	i	0.7	·	-6.7%	-17.1%	8.1%	-1.4%	-13.6%	0.7%
COCC(=O)NC1CC2CCC(C1)N2C(=S)Nc1ccccc1C(=O)OC (centres undefined)	i	-0.1	-1.7%	-0.5%	-6.6%	8.8%	8.0%	-22.3%	1.3%
COC(=O)[C@H](Cc1ccccc1)NC(=O)N1CCC(C)CC1	i	-2.1	0.4%	-3.3%	-0.5%	-1.5%	-8.7%	·	1.0%
CCCCn1c(N)c(N(CCOC)C(=O)c2ccc(N(C)S(=O)(=O)c3ccc(C)cc3)cc2)c(=O)[nH]c1=O	i	3.3	0.3%	1.2%	2.7%	18.0%	3.4%	12.2%	-0.7%
C=CCn1c(COc2ccc(F)cc2)nnc1SCC(=O)N1CC(=O)Nc2ccccc21	i	0.2	3.2%	-5.3%	-7.5%	36.6%[activator]	1.0%	-10.6%	-0.9%
Cc1noc(C)c1CN1C(=O)c2ccccc2C1=O	i	-0.3	-2.6%	-0.1%	5.4%	-10.5%	2.4%	3.7%	0.5%
CCC(O)C1CCN(C(=O)c2cc(COc3ccc4ncccc4c3)on2)CC1 (centres undefined)	?	-0.9	?	?	-2.5%	-10.4%	1.8%	1.84µM*	2.6%
COC(=O)c1c(C)oc2ccc(N(C(=O)c3ccncc3)S(=O)(=O)c3ccc(C)cc3C)cc12	i	-4.7	?	?	3.9%	?	6.2%	6.51µM*	3.2%
CCNC(=O)CSc1ncnc2sccc12	i	1.5	7.2%	-1.5%	-7.4%	2.0%	-2.9%	·	3.8%
O=C(N/N=C/c1ccncc1)c1cc(-c2ccc(Br)s2)[nH]n1	i	-0.2	-23.3%	11.0%	-7.9%	0.0%	2.4%	-1.1%	4.5%
C=CCc1cc(C)ccc1OCCOCCC(C(=O)OCC)C(=O)OCC	i	-4.1	-17.7%	1.6%	-2.8%	-2.9%	3.1%	-4.0%	0.2%
O=[N+]([O-])c1ccc(Oc2cccc3cccnc23)c(Cl)c1	i	-7.2	-14.0%	0.3%	-24.8%	-2.3%	10.2%	-2.3%	2.6%
CCOC(=O)/C(C#N)=C/Nc1cc(C(C)(C)C)sc1C(C)=O	i	-0.3	-22.1%	-8.3%	-154.9%	0.0%	-3.5%	2.8%	5.0%
Cc1cc(NC(=O)CCC(=O)N(C2CC2)C(C(=O)NC(C)(C)C)c2ccccc2Cl)no1 (centres undefined)	i	0.9	-2.7%	-7.3%	5.9%	24.0%	9.1%	4.2%	-0.8%
COc1ccccc1C1=NOC(Cn2c(NCC3CCCO3)nc3c2c(=O)n(C)c(=O)n3C)C1 (centres undefined)	i	-0.3	-5.6%	-1.4%	0.0%	0.4%	-7.4%	?	0.4%
COc1ccc(CN2CCNC(=O)C2CC(=O)N(C)CCC2CCOCC2)cc1OC (centres undefined)	i	-1.7	13.3%	12.5%	-1.2%	1.1%	11.6%	16.1%	-0.5%
Cc1cccc(C(=O)OCC(=O)NC(C)CCc2ccccc2)c1 (centres undefined)	i	0.0	9.8%	0.3%	-21.8%	14.2%	11.9%	5.5%	-0.4%
O=C(COC(=O)c1cc(Cl)ccc1Cl)Nc1ccc2[nH]c(=O)[nH]c2c1	i	0.1	2.4%	7.8%	-6.0%	-8.2%	8.5%	3.7%	3.9%
